SKN-1 block – blocks SKN-1 activity in C. elegans; C. elegans VP596 Pgst-4::GFP/RFP ratio, acrylamide-induced, 24 h; inhibition, % at 21.8 µM; hit rate 0.49% among 360,000; AID 624304;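 active means interference check ratio from 0.5 to 1.5 plus GFP to RFP signal ratio inhibition reaching or exceeding a fixed threshold, cut at about 30% in these data, passing the limit was not always enough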; further: some compounds called inactive have numbers as strong as hits
MT1-MMP act inh – inhibitors of human MT1-MMP activation | P50281 | HT1080 RFP-PRO-GFP cells, GFP/RFP ratio fluorescence, overnight; percent of plate control window, DMSO zero | GFP/RFP ratio change, % at 20 µM | hit rate 0.061% among 360,000 | AID 651647;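 active means GFP/RFP ratio change of at least 30% with cell ATP level not reduced by more than half and red fluorescence within 50% of control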; further: strong numbers were not always called active
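Test system: HT1080 cells expressing an RFP-PRO-GFP fluorescent reporter construct / Compound dosing: single-point 20 µM compound, 1% DMSO / Schedule: cells overnight before dosing, compound overnight, 37 °C, 5% CO2 / Evaluation: GFP/RFP fluorescence ratio / Control set: DMSO and RFP-L50D-GFP cell wells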
NadD block – blocks S. aureus nicotinate mononucleotide adenylyltransferase. purified NadD enzyme, colorimetric absorbance read-out. inhibition, % at 20 µM. hit rate 0.78% among 360,000. AID 602399; in the data active means inhibition above about 26%; further: some compounds past the cut are filed as inactive
MLLE-PAM2 inh – inhibitors of microRNA-mediated deadenylation, human PABP1 MLLE binding; P11940; GST-MLLE / FITC-PAM2 fluorescence polarization; inhibition, % at 20 µM; hit rate 0.36% among 360,000; in the data active means inhibition above about 35%, passing the limit was not always enough;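 further: plate controls were DMSO wells with GST-MLLE for no effect and wells lacking GST-MLLE protein for full effect; some results filed as inactive read as strong as hits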
Target sequence (P11940 whole entry, looked up): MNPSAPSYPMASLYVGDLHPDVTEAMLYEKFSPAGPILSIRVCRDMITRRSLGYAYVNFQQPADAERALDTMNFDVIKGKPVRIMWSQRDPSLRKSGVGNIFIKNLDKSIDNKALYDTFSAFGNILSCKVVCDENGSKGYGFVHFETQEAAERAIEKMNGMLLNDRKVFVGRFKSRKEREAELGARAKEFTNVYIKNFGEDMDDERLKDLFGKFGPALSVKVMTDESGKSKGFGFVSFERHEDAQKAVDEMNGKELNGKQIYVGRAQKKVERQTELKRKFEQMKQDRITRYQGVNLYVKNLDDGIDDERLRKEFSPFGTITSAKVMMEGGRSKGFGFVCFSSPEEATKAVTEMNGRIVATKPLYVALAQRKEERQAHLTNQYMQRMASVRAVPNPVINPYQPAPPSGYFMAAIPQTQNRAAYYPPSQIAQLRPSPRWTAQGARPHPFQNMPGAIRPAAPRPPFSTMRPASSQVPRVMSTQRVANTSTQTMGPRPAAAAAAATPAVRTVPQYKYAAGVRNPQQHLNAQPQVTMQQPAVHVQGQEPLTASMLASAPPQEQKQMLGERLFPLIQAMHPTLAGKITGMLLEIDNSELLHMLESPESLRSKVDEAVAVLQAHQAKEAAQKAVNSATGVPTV
Neddyl block – inhibitors of human cullin neddylation | P61081+Q13564 | TR-FRET cullin neddylation, biochemical | calls only at 25 µM | hit rate 0.58% among 360,000 | AID 651699; in the data active means inhibition above about 36%
FAS TE block – blocks the thioesterase domain of human fatty acid synthase; AID 602261; inhibition, % at 15 µM; recombinant FAS-TE, OMFH fluorogenic substrate, fluorescence endpoint; P49327; hit rate 0.67% among 360,000;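 active means compounds whose normalised, plate-corrected inhibition of enzyme fluorescence in the single-dose primary screen is 50% or more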;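 further: 0% = DMSO with enzyme and 100% = substrate without enzyme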
Rpn11 block – Rpn11 (human) deubiquitinase inhibition. calls only at 20 µM. human 26S proteasome, Ub4-pepOG fluorescence polarization; 20S core pre-blocked with epoxomicin. hit rate 0.59% among 360,000. O00487;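 active means inhibition at 20 µM, scaled to each plate's controls, above about 33%, limit read from the data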
Rin1-Abl PPI inh – human Rin1-Abl interaction inhibition | hit rate 0.4% among 360,000 | AID 588664 | P00519+Q13671 | TR-FRET Rin1/Abl binding, biochemical | inhibition, % at 7.35 µM; in the data active means inhibition above about 5%, passing the limit was not always enough
CSN deneddyl inh – blocks human CSN-mediated cullin deneddylation. Q92905. Purified CSN, SCF-Nedd8-OG deneddylation, fluorescence polarization. inhibition, % at 12.5 µM. hit rate 0.38% among 360,000. AID 651999;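 active means pattern-corrected inhibition above about 35%, with an unprinted fluorescence ratio check between 0.5 and 1.5, limit read from the data, passing the limit was not always enough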;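 further: 0% = enzyme with substrate and 100% = substrate without enzyme; some results filed as inactive read as strong as hits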
Target sequence (Q92905 whole entry, looked up, one chain of several): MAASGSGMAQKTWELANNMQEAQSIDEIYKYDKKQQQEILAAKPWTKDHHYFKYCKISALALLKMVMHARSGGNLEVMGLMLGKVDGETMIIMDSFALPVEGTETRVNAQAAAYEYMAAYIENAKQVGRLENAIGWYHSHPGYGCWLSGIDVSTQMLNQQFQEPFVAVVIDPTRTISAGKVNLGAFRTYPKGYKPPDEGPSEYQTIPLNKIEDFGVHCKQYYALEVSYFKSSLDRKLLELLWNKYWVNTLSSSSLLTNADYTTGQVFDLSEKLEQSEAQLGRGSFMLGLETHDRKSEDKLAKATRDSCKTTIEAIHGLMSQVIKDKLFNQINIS
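test system = HEK293T-derived human Csn5 enzyme | amount = 0.24 nM Csn5 enzyme, final concentration | medium = Tris/NaCl/DTT buffer, pH 7.5 | schedule = 90 min reaction at room temperature | signal = FP | evaluation = inhibition of Csn5 cleavage, % | compound dosing = single dose of 12.5 µM compound with 0.25% DMSO | probe or stimulus = 10 nM SCFSkp2-Nedd8OG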
Numbers without * were called inactive; i = inactive; x = no result given.

compound	SKN-1 block	MT1-MMP act inh	NadD block	MLLE-PAM2 inh	Neddyl block	FAS TE block	Rpn11 block	Rin1-Abl PPI inh	CSN deneddyl inh
O=C(NCC1CCCO1)c1ccc2[nH]c3c(c2c1)CCCC3 (stereo not drawn)	-0.7	0.7	-2.9	-4.9	i	-4.5	i	1.2	-3.6
COC(=O)C(=C/C(C)=C/c1cccs1)C(=O)OC	-3.8	-5.4	0.5	9.3	i	-3.4	i	1.0	-1.1
COc1ccc(S(=O)(=O)N(C)C)cc1NC(=O)[C@H](Cc1ccccc1)N1C(=O)c2ccccc2C1=O	2.7	2.5	-2.4	-30.3	i	65.1*	i	0.7	4.7
C/C(=C1/SC(=S)N(CCC(=O)O)C1=O)c1ccc(O)cc1	18.2	8.5	-31.2	8.9	i	-7.2	i	0.2	-2.0
CSc1nnc(N2C(=O)C(O)=C(C(=O)c3ccco3)C2c2ccccc2)s1 (stereo not drawn)	6.2	-65.7	2.1	23.7	i	-11.8	i	4.7	-4.5
O=C(NCCS(=O)(=O)N1CCN(c2ccccc2F)CC1)c1ccc(Br)o1	16.6	3.3	-8.4	-17.8	i	-1.2	i	-2.7	-2.7
COc1cc(C#Cc2c(-c3cncn3C)n(C)c3ccc(-c4cnc(N5CCOCC5)nc4)cc23)cc(OC)c1	-2.6	-10.7	45.1*	-9.8	x	33.2	i	1.7	-1.0
CCc1ccccc1NC(=O)C1CCN(C(=O)c2cccs2)CC1	-17.2	0.0	2.1	11.2	i	-4.3	i	1.7	4.3
CN1CCN(CCCNC(=O)CN2C(=O)COc3ccccc32)CC1	-10.6	4.0	-4.7	1.6	i	-8.6	i	0.2	1.9
CC(C)c1ccc(N2C(=O)CSC23C(=O)N2CCCc4cccc3c42)cc1 (stereo not drawn)	-23.0	-0.9	-6.2	-0.4	i	-55.3	i	1.9	-11.9
CCOC(=O)c1nnsc1Nc1ccc(C)c(C)c1	-4.4	-1.3	-1.1	-86.2	i	13.0	i	-0.4	2.4
COc1ccc(OC)c(C(c2nnnn2Cc2ccccc2)N2CCN(C)CC2)c1 (stereo not drawn)	-1.6	-2.4	-5.9	-7.9	i	-6.4	i	1.4	-5.4
Cc1cc(C)c(C(=O)c2ccc(C(=O)N(C(C)C)C(C)C)cc2)c(C)c1	15.1	4.8	-9.7	-5.3	i	13.7	i	-0.4	4.5
Cc1ccccc1C(=O)N1CCC(C(=O)Nc2ccc(S(=O)(=O)N3CCOCC3)cc2)CC1	13.6	-2.6	1.7	4.8	i	-2.8	i	-2.3	-3.2
CCN1CCN(C(c2ccc(OC)c(OC)c2)c2nnnn2C(C)(C)C)CC1 (stereo not drawn)	10.6	-3.8	-1.8	2.4	i	-4.6	i	-5.3	-1.9
CCOC(=O)C1(Cc2cccc(Cl)c2)CCCN(C(=O)c2cc(C)n(C)n2)C1 (stereo not drawn)	14.8	2.9	2.0	9.2	i	-3.3	i	0.1	-4.4
CC1CCN(CC(=O)Nc2ccc(S(=O)(=O)N3CCCC(C)C3)cc2)CC1 (stereo not drawn)	-4.1	3.4	-9.7	5.2	i	9.4	i	2.1	-0.2
Cc1ccc(-c2nn(-c3ccccc3)cc2C(=O)NCCCN2CCCC2=O)cc1	-9.7	5.5	-3.9	0.7	i	-2.7	i	-1.9	6.0
Cc1ccc(Cn2ncc3c(N4CCN(Cc5ccc(Cl)cc5)CC4)ncnc32)cc1	9.2	9.0	8.7	5.3	i	16.6	i	4.8	-0.3
C#CCOC(=O)C[N+](C)(C)CC#Cc1ccccc1	-3.2	-2.3	-9.2	7.9	i	-9.0	i	6.3	0.0

Going on with the list.
compound	SKN-1 block	MT1-MMP act inh	NadD block	MLLE-PAM2 inh	Neddyl block	FAS TE block	Rpn11 block	Rin1-Abl PPI inh	CSN deneddyl inh
CSCCC(NS(=O)(=O)c1ccccc1F)C(=O)Nc1ccncc1 (stereo not drawn)	-2.1	1.3	-3.5	25.2	i	-5.8	i	4.5	-3.4
Cn1nc(C(F)(F)F)cc1Oc1ncc(C(F)(F)F)cc1Cl	6.7	-1.5	1.6	7.4	i	5.4	i	-0.9	0.4
Cc1ccc(C(=O)c2ccccc2C(=O)O)s1	-8.0	-3.6	0.4	-1.3	i	-5.2	i	2.3	1.8
Cc1c(NC(=O)Cn2nc(C(=O)O)c3ccccc3c2=O)c(=O)n(-c2ccccc2)n1C	-15.6	14.2	3.6	-7.0	i	-7.6	i	-0.4	-2.3
CCN(CC)C(=O)CSc1nnc([C@H](Cc2c[nH]c3ccccc23)NC(=O)OC(C)(C)C)o1	-13.6	-1.2	-1.2	-21.9	i	0.0	i	2.6	-2.8
CCOc1ccc(NC(=O)C2CCCN(S(=O)(=O)c3ccc4c(c3)C(C)(C)C(=O)N4C)C2)cc1 (stereo not drawn)	-9.0	-0.2	-0.9	3.5	i	4.1	i	-1.3	-3.5
O=C(C(O)c1ccccc1)N1N=C(c2ccccc2)CC1(O)C(F)(F)F (stereo not drawn)	8.7	-1.4	-3.7	2.1	i	-0.3	i	-4.8	-0.8
c1cncc(-c2cn(C[C@H]3CC[C@@H]([C@@H]4CC[C@H](Cn5cc(-c6cccnc6)nn5)O4)O3)nn2)c1	5.0	3.1	1.6	0.5	i	-12.8	i	2.6	-2.8
C=CCOc1ccc(/C=C/C(=O)OCC(=O)NC2CCCCCC2)cc1	10.9	2.0	-0.2	-19.8	i	-4.9	i	4.4	-5.2
CC(=O)NC(CCS(C)(=O)=O)C(=O)Nc1c(F)cccc1F (stereo not drawn)	-2.6	1.2	-0.9	-15.5	i	-10.7	i	-1.2	0.0
COc1ccc(/C=N/Nc2nc3ccccc3[nH]2)cc1OC	1.1	7.8	-4.1	-77.8	i	-19.8	i	-4.8	-13.8
COCC(=O)N[C@@H]1c2cc(OC)c(OC)cc2C[C@H]1OCc1ccccc1	1.3	4.0	-3.6	6.9	i	-8.6	i	0.7	3.7
COc1ccc([C@H]2CN(Cc3ccccc3)C(=O)[C@@H]2CC(=O)Nc2ccccc2)cc1	-7.9	1.4	-0.9	3.6	i	5.0	i	-0.1	-0.9
COc1cccc2oc3ccc(C#Cc4ccccn4)cc3c(=O)c12	21.3	-0.4	4.2	1.4	x	-4.6	i	-1.0	-5.6
CC(C)CCNC(=O)C1CCC(CNS(=O)(=O)c2ccc(Cl)cc2)CC1 (stereo not drawn)	7.0	0.9	-2.8	-3.2	i	-6.6	i	2.3	-2.7
Cc1sc(NC(=O)c2ccco2)c(C(=O)c2ccc(Cl)cc2)c1C	-3.4	2.7	-5.2	29.6	i	19.5	i	-1.8	-12.8
CCOC(=O)C1CCN(c2c(C(=O)c3ccccc3)cnc3ccc(CC)cc23)CC1	-7.2	-0.8	-2.2	5.4	i	16.4	i	-1.7	2.9
O=C(Cc1ccc(Cl)cc1)Nc1ccc2oc(=O)ccc2c1	4.5	4.4	-1.2	-8.9	i	2.9	i	-1.8	0.1
C[C@@H]1CN([C@H](C)CO)C(=O)CCCn2nncc2CO[C@H]1CN(C)Cc1ccc(Oc2ccccc2)cc1	12.8	1.1	-4.1	-3.0	i	-4.1	i	0.3	3.1
COc1ccc(-c2ccc3c(c2)O[C@@H](CN(C)C(=O)c2ccccc2F)[C@@H](C)CN([C@@H](C)CO)S3(=O)=O)cc1	-1.1	-2.1	2.1	-20.2	i	-3.1	i	-1.1	-1.0

The list continues.
compound	SKN-1 block	MT1-MMP act inh	NadD block	MLLE-PAM2 inh	Neddyl block	FAS TE block	Rpn11 block	Rin1-Abl PPI inh	CSN deneddyl inh
Cc1nn(C)c(C(=O)NNC(=S)NCc2ccco2)c1Cl	9.7	-1.0	0.7	-13.5	i	-4.6	i	0.1	0.2
Cc1ccc(C)c(OCCC(=O)Nc2cccc(S(=O)(=O)N3CCCC3)c2)c1	17.7	-3.8	-5.0	10.9	i	8.8	i	-0.1	-3.0
Cc1cccc(C)c1NC(=O)CSc1nnc(-c2ccoc2C)n1C	12.2	-4.6	0.6	15.1	i	-1.0	i	1.1	-7.4
CC(=O)Nc1cc(NC(C)=O)cc(C(=O)OCC(=O)Nc2ccc(S(=O)(=O)NC3=NCCCCC3)cc2)c1	-4.1	-0.1	-3.0	-20.9	i	-0.1	i	-1.5	-2.5
Cc1ccccc1S(=O)(=O)Cc1ccc(C(=O)NC2CC2)o1	4.5	3.4	-3.9	-3.6	i	-5.6	i	1.0	-3.1
CCOC(=O)C1CCCN(C(=O)C(=O)c2cn(CC(=O)N3CCOCC3)c3ccccc23)C1 (stereo not drawn)	16.8	-2.4	4.8	-0.3	i	-5.2	i	-0.2	3.4
C[C@H](OC(=O)NCc1ccc(C(F)(F)F)cc1)[C@@H]1O[C@@]2(C)CCC[C@@H]1O2	8.6	-2.5	-8.0	-11.7	i	-1.7	i	2.3	-4.2
Nc1nc(SCC(=O)N2CCCC2)[nH]c(=O)c1NC(=O)c1ccco1	6.4	2.1	4.7	8.9	i	-7.0	i	1.5	-0.9
CC1=C(C(=O)Nc2ccccc2F)C(c2cccs2)C2=C(CCCC2=O)N1 (stereo not drawn)	11.8	7.7	1.5	19.2	x	-5.9	i	4.0	0.8
Cc1ccccc1OCCSc1nc2ncnc(N)c2[nH]1	-0.9	2.5	-0.1	-30.0	i	-2.7	i	2.9	2.1
CCCCNC(=O)N1CCN(Cc2cccc(F)c2)CC1	-10.5	2.8	0.6	1.1	i	0.2	i	-2.5	-1.8
CC(C)(C)OC(=O)N1CCCN(C(c2cc3ccccc3o2)c2nnnn2C(C)(C)C)CC1 (stereo not drawn)	-1.4	-6.6	4.7	x	i	17.9	x	x	-2.0
CC1(C)C[C@H]2C3=CCC4[C@@]5(C)CC[C@H](O)[C@](C)(CO)C5CC[C@@]4(C)[C@]3(C)CC[C@@]2(C)[C@H](O)[C@@H]1O (stereo partly drawn)	5.2	3.5	-5.7	2.5	i	0.4	i	-1.7	2.8

2 compounds from above, reduced to Rpn11 block:
| canonical_smiles | Rpn11 block |
| --- | --- |
| CC1=C(C(=O)Nc2ccccc2F)C(c2cccs2)C2=C(CCCC2=O)N1 (stereo not drawn) | i |
| Cc1ccccc1OCCSc1nc2ncnc(N)c2[nH]1 | i |
